GC-B act – GC-B (human) receptor activation | HEK293-GC-B cells, CNP EC30, cGMP TR-FRET; 0% at EC30 CNP, 100% saturating CNP | activation, % at 10 µM | 370,000 tested, 0.11% active | P20594;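 active means activation at 10 µM reaching about 35% in either raw or pattern-adjusted values, limit read from the data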
GC-A act – GC-A (human) enzyme activation. activation, % at 10 µM. HEK293 GC-A cells, cGMP TR-FRET, EC30 ANP; 0% at EC30 ANP, 100% saturating ANP. 370,000 tested, 0.14% active. P16066; in the data active means activation above about 40%
PG9 binder – small molecules binding HIV-1 gp120 antibody PG9; TR-FRET gp120-PG9 antibody binding; inhibition, % at 6.7 µM; 360,000 tested, 0.43% active; AID 624416; in the data active means inhibition above about 8.5%
rCAG binder – molecules binding r(CAG) RNA repeats | 370,000 tested, 1.3% active | inhibition, % at 3 µM | AID 651821 | r(CAG) RNA repeat, TO-PRO-1 dye displacement fluorescence;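 active means inhibition above the plate cutoff, the mean of all test compounds on that plate plus 3 SD, cut at about 35% in these data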;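 further: 0% = DMSO alone and 100% = 100 µM mitoxantrone as full dye displacement; higher means more dye released from RNA so lower well fluorescence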
ASAP1 GAP inh – blocks human ASAP1-stimulated Arf1 GTP hydrolysis; Q9ULH1; GDP FP detection; inhibition, % at 16.5 µM; 360,000 tested, 0.19% active; AID 624377; in the data active means inhibition above about 25%;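 further: 0% = vehicle with enzyme and substrate and 100% = no enzyme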
Target sequence (Q9ULH1 325-724 limits assumed): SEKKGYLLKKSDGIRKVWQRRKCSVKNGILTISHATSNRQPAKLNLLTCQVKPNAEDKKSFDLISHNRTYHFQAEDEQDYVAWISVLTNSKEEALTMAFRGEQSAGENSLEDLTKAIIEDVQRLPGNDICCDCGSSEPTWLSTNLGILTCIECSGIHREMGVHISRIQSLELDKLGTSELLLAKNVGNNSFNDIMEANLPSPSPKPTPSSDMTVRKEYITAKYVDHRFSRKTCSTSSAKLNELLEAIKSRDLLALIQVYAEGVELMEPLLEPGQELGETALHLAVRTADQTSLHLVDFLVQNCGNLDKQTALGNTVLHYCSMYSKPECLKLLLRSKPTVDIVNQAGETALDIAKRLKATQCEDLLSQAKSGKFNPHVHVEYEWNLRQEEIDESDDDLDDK
SMARCA2 activ – increases SMARCA2 function in MMTV reporter cells; 370,000 tested, 1% active; MG213 cells, MMTV-luciferase reporter, dexamethasone, overnight; AID 652017; activation, % at 9.1 µM; in the data active means activation above about 7.8%;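 further: 0% = vehicle wells and 100% = reference activator wells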
NR1D1 modulator – modulates human Rev-erb alpha binding to DNA; activity, % at 10 µM; P20393; Rev-erbα–FITC-DNA binding, fluorescence polarization, 90 min; 370,000 tested, 0.79% active; AID 1259318;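 active means activity above about 14%, limit read from the data; passing the limit was not always enough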;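 further: 0% = DMSO wells with 35 nM protein and 100% = DMSO wells with 750 nM protein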
HTRA1 inh – HTRA1 (human) protease inhibition; Q92743; 340,000 tested, 0.5% active; inhibition, % at 5.96 µM; recombinant HTRA1, FP-rhodamine activity-based probe, fluorescence polarization; in the data active means inhibition above about 36%;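 further: 0% = enzyme with DMSO and 100% = wells lacking enzyme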
Target sequence (Q92743 whole entry, looked up): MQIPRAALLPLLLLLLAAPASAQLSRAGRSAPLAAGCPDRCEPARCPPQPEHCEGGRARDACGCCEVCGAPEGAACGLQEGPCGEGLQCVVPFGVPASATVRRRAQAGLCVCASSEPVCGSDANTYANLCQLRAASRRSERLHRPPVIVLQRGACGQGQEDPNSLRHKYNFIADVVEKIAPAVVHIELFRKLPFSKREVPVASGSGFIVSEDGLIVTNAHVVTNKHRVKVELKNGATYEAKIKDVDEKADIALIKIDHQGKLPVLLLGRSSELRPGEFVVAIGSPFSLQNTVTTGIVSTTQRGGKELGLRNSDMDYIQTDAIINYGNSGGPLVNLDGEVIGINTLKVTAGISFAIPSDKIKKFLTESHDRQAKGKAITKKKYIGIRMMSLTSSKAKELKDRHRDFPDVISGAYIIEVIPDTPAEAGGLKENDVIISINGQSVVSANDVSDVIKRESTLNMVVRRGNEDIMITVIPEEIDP
mABHD4 FP – inhibitors of mouse ABHD4 | 370,000 tested, 0.54% active | inhibition, % at 8.92 µM | Q8VD66 | purified mABHD4, FP-Rh probe fluorescence polarization;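 active means inhibition exceeding the mean over every tested compound plus 3 SD, cut at about 30% in these data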;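 further: 0% = plate median of compound wells and 100% = S159A mutant with DMSO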
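system = mouse ABHD4 enzyme, wild type | medium = HEPES pH 7.0, NaCl, Pluronic buffer | also added = FP-Rh probe | incubation = Enzyme–compound pre-incubation 45 min, then probe 60 min, both 25 °C | technique = fluorescence polarization, excitation 525 nm, emission 598 nm, BODIPY TMR filters | controls = S159A mutant high control, sample median low control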
ARFGAP1 inh – rat ARFGAP1 inhibition; Arfgap1-stimulated ARF1 GTP hydrolysis, GDP FP detection; Q62848; inhibition, % at 16.5 µM; 360,000 tested, 0.26% active;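 active means inhibition above a per-plate limit, mean inhibition of low control wells plus 3 SD, cut at about 25% in these data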;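 further: 0% = DMSO wells with enzyme and 100% = wells lacking Arfgap1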
Target sequence (Q62848 1-136 limits assumed): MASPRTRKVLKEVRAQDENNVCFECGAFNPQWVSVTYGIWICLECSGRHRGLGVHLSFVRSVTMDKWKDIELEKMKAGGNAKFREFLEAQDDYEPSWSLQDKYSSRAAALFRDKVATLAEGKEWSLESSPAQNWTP
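Assay system: purified rat His6-Arfgap1 residues 1-136 (GAP domain); Reagent: human Δ17 ARF1 bound to GTP; Dosing: 16.5 µM single point, 1.26% DMSO; Times: GTP hydrolysis reaction 2 h at 25 °C; Signal: FP, GDP Alexa 633 tracer displaced from anti-GDP antibody, 620/688 nm; Measure: % inhibition from polarization.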
* hit, by the source's call.

CCC(=O)OCCn1c(=O)c2cc3c(=O)n(CCOC(=O)CC)c(=O)c3cc2c1=O was read as GC-B act -1, GC-A act 0, PG9 binder -3.0, rCAG binder -4, ASAP1 GAP inh -12, SMARCA2 activ 2, NR1D1 modulator 1, HTRA1 inh -5, mABHD4 FP 3 and ARFGAP1 inh 11.
Screening COc1ccc(NC(=O)c2nc(C)n(-c3ccc([N+](=O)[O-])cc3)n2)cc1 returned GC-B act -1, GC-A act -3, PG9 binder -1.2, rCAG binder -4, ASAP1 GAP inh -4, SMARCA2 activ 3, NR1D1 modulator 5, HTRA1 inh 4, mABHD4 FP 4 and ARFGAP1 inh 16.
`COc1ccccc1C/C(N)=N/OC(=O)c1ccc(C)c([N+](=O)[O-])c1` gave GC-B act -4, GC-A act -1, PG9 binder 1.7, rCAG binder 1, ASAP1 GAP inh 4, SMARCA2 activ -3, NR1D1 modulator -2, HTRA1 inh -10, mABHD4 FP -10 and ARFGAP1 inh 0.
Screening CCOc1ccc(OCCC(=O)N2CCN(S(=O)(=O)c3ccc(F)cc3)CC2)cc1 returned GC-B act 1, GC-A act 4, PG9 binder -0.5, rCAG binder -6, ASAP1 GAP inh -4, SMARCA2 activ 0, NR1D1 modulator -4, HTRA1 inh 8, mABHD4 FP -1 and ARFGAP1 inh 4.
For C=CCOc1c(CNc2ccc(C(=O)O)cc2)cccc1OC the results were GC-B act 3, GC-A act -1, PG9 binder -0.6, rCAG binder 3, ASAP1 GAP inh -8, SMARCA2 activ -1, NR1D1 modulator -4, HTRA1 inh 0, mABHD4 FP 3 and ARFGAP1 inh 2.
`O=C(Nc1ccccc1Br)c1c(F)cccc1Cl` gave GC-B act 2, GC-A act 5, PG9 binder -1.6, rCAG binder -2, ASAP1 GAP inh 3, SMARCA2 activ -4, NR1D1 modulator 1, HTRA1 inh -2, mABHD4 FP -3 and ARFGAP1 inh -1.
Screening COc1ccc(NS(=O)(=O)c2ccc(F)cc2F)cn1 returned GC-B act 5, GC-A act 1, PG9 binder 0.4, rCAG binder -4, ASAP1 GAP inh -7, SMARCA2 activ -2, NR1D1 modulator -1, HTRA1 inh 6, mABHD4 FP 5 and ARFGAP1 inh 0.
For O=C(CNC(=O)c1ccco1)Nc1ccc(N2CCCCCC2)cc1 the results were GC-B act -8, GC-A act -2, PG9 binder -11, rCAG binder 2, ASAP1 GAP inh -2, SMARCA2 activ -1, NR1D1 modulator -13, HTRA1 inh 10, mABHD4 FP 5 and ARFGAP1 inh 9.
For COc1ccc(N2CCN(C(=O)c3cc4c(s3)CCCCC4)CC2)cc1 the results were GC-B act -4, GC-A act 3, PG9 binder 0.3, rCAG binder 2, ASAP1 GAP inh -2, SMARCA2 activ -2, NR1D1 modulator 4, HTRA1 inh -2, mABHD4 FP 16 and ARFGAP1 inh -8.
CCOC(=O)C1C(c2cccnc2)NC(=O)NC1(O)C(F)(F)F (centres undefined) was read as GC-B act 1, GC-A act 0, PG9 binder -1.7, rCAG binder 2, ASAP1 GAP inh -17, SMARCA2 activ -2, NR1D1 modulator 3, HTRA1 inh 3, mABHD4 FP -4 and ARFGAP1 inh 11.
`COc1ccc(S(=O)(=O)N(C)CC(=O)N2CCCC2)cc1OC` gave GC-B act 3, GC-A act 0, PG9 binder -0.3, rCAG binder -2, ASAP1 GAP inh -12, SMARCA2 activ 1, NR1D1 modulator -1, HTRA1 inh -1, mABHD4 FP 3 and ARFGAP1 inh 3.
`COCCNC(=O)CN(Cc1ccc(OC)cc1)C(=O)CCC(=O)Nc1nccs1` gave GC-B act 5, GC-A act 5, PG9 binder 1.3, rCAG binder -4, ASAP1 GAP inh 8, SMARCA2 activ 0, NR1D1 modulator 4, HTRA1 inh 2, mABHD4 FP -3 and ARFGAP1 inh -10.
COc1cccc(CN2CC(C(=O)NC3CCC3)CCC2=O)c1 (centres undefined) was read as GC-B act 3, GC-A act 5, PG9 binder -1.6, rCAG binder -3, ASAP1 GAP inh -15, SMARCA2 activ 2, NR1D1 modulator 8, HTRA1 inh 0, mABHD4 FP 4 and ARFGAP1 inh -8.
`O=C(COc1ccc(F)cc1Cl)Nc1ccccc1C(=O)N1CCCCC1` gave GC-B act -3, GC-A act -2, PG9 binder -1.9, rCAG binder -5, ASAP1 GAP inh 11, SMARCA2 activ 4, NR1D1 modulator -1, HTRA1 inh -8, mABHD4 FP 4 and ARFGAP1 inh 4.
For CCN(CC)C1CCN(Cc2cn[nH]c2-c2ccc(OC)c(F)c2)C1 (centres undefined) the results were GC-B act -5, GC-A act 0, PG9 binder -0.7, rCAG binder -4, ASAP1 GAP inh 8, SMARCA2 activ -2, NR1D1 modulator -1, mABHD4 FP 2 and ARFGAP1 inh 0.
`CCc1ccc(N2C(=O)Cc3c2nc(N)c(C#N)c3N)cc1` gave GC-B act 1, GC-A act 2, PG9 binder -1.1, rCAG binder 16, ASAP1 GAP inh 15, SMARCA2 activ -1, NR1D1 modulator -3, HTRA1 inh 7, mABHD4 FP 12 and ARFGAP1 inh 2.
Screening C[C@@H]1[C@@H](Sc2ccccc2)CC(=O)O[C@@H]1c1ccc(-c2ccccc2)cc1 returned GC-B act 3, GC-A act 13, PG9 binder -1.8, rCAG binder 11, ASAP1 GAP inh 11, SMARCA2 activ 0, NR1D1 modulator 4, HTRA1 inh -44, mABHD4 FP -17 and ARFGAP1 inh 5.
For CCOC(=O)c1cnc(-n2nc(C)cc2C)nc1NCc1ccccc1 the results were GC-B act 1, GC-A act 1, PG9 binder 0.8, rCAG binder -2, ASAP1 GAP inh -8, SMARCA2 activ -4, NR1D1 modulator 0, HTRA1 inh 11, mABHD4 FP 3 and ARFGAP1 inh -8.
Screening COc1cc(NC(=O)c2ccc(NC3=NC4CS(=O)(=O)CC4S3)cc2)cc(OC)c1OC (centres undefined) returned GC-B act 0, GC-A act -1, PG9 binder 1.6, rCAG binder 2, ASAP1 GAP inh -2, SMARCA2 activ -5, NR1D1 modulator -2, HTRA1 inh 0, mABHD4 FP 2 and ARFGAP1 inh 8.
For Cc1cccc(C)c1N(CC(=O)NN=C1CCCCCC1)S(C)(=O)=O the results were GC-B act 4, GC-A act -2, PG9 binder -0.1, rCAG binder 4, ASAP1 GAP inh -5, SMARCA2 activ 0, NR1D1 modulator 0, HTRA1 inh -1, mABHD4 FP 1 and ARFGAP1 inh -2.
For CCN(CC)C(=O)Cn1cc(/C=C(\C#N)C(=O)NC2CC2)c2ccccc21 the results were GC-B act 1, GC-A act -1, PG9 binder -2.7, rCAG binder -5, ASAP1 GAP inh -2, SMARCA2 activ 0, NR1D1 modulator 10, HTRA1 inh 0, mABHD4 FP 0 and ARFGAP1 inh 7.
`COc1ccc(F)c(CN(C)CC2CCCN(CCc3ccc(F)cc3)C2)c1` (centres undefined) gave GC-B act 5, GC-A act -4, PG9 binder -2.3, rCAG binder -9, ASAP1 GAP inh -8, SMARCA2 activ -3, NR1D1 modulator 3, HTRA1 inh 3, mABHD4 FP 1 and ARFGAP1 inh 4.
CCOc1cc(OCC)cc(C(=O)N2CCC[C@@H]2C(=O)N2CCC[C@@H]2C(=O)NCc2ccccc2Cl)c1 was read as GC-B act 4, GC-A act -2, PG9 binder 2.2, rCAG binder -3, ASAP1 GAP inh 3, SMARCA2 activ -2, NR1D1 modulator -8, mABHD4 FP 5 and ARFGAP1 inh -2.
Screening O=C(CSc1ccccc1C(=O)O)NCc1ccc(Cl)cc1 returned GC-B act 8, GC-A act 5, PG9 binder -0.8, rCAG binder -1, ASAP1 GAP inh -4, SMARCA2 activ -1, NR1D1 modulator -2, HTRA1 inh 4, mABHD4 FP 8 and ARFGAP1 inh -5.
CCOC(=O)/C=C/c1ccccc1O was read as GC-B act 6, GC-A act 2, PG9 binder 0.4, rCAG binder 1, ASAP1 GAP inh 8, SMARCA2 activ 2, NR1D1 modulator 0, mABHD4 FP -4 and ARFGAP1 inh 1.
Screening O=C(N/N=C\c1ccc([N+](=O)[O-])o1)c1cncc(Br)c1 returned GC-B act 0, GC-A act -3, PG9 binder 2.4, rCAG binder 22, ASAP1 GAP inh -1, SMARCA2 activ -1, NR1D1 modulator 2, HTRA1 inh 15, mABHD4 FP 28 and ARFGAP1 inh -2.
For CC1=C(C(=O)NC2CCCCC2C)C2(CCC(C)CC2)OC1=O (centres undefined) the results were GC-B act 0, GC-A act -1, PG9 binder -1.3, rCAG binder 0, ASAP1 GAP inh 2, SMARCA2 activ -3, NR1D1 modulator 1, HTRA1 inh -3, mABHD4 FP 6 and ARFGAP1 inh 12.
O=C(Oc1coc(CSc2nnc(NC(=O)C3CC3)s2)cc1=O)c1c(F)cccc1F was read as GC-B act -3, GC-A act -1, PG9 binder -1.2, rCAG binder 8, ASAP1 GAP inh 5, SMARCA2 activ -2, NR1D1 modulator -5, HTRA1 inh 7, mABHD4 FP 14 and ARFGAP1 inh 0.
CCc1ccc(NC(=O)NCC2CCN(c3ccc(OC)cc3)C2)cc1 (centres undefined) was read as GC-B act -4, GC-A act 2, PG9 binder -1.9, rCAG binder 11, ASAP1 GAP inh 4, SMARCA2 activ -1, NR1D1 modulator -5, HTRA1 inh 10, mABHD4 FP 1 and ARFGAP1 inh 4.
`Cc1cccc(NS(=O)(=O)c2cc(C(=O)NCc3ccccn3)ccc2C)c1` gave GC-B act 2, GC-A act 0, PG9 binder 1.7, rCAG binder -4, ASAP1 GAP inh 5, SMARCA2 activ -2, NR1D1 modulator -4, HTRA1 inh 3, mABHD4 FP -3 and ARFGAP1 inh 6.
Screening CC1CCCCC12NC(=O)N(CC(=O)N1CCN(S(=O)(=O)Cc3ccccc3)CC1)C2=O (centres undefined) returned GC-B act 8, GC-A act 1, PG9 binder 0.1, rCAG binder 1, ASAP1 GAP inh 9, SMARCA2 activ -3, NR1D1 modulator -2, HTRA1 inh 5, mABHD4 FP 4 and ARFGAP1 inh 11.
Cn1c(N)c(C(=O)COC(=O)C2=NNC(=O)CC2)c(=O)n(C)c1=O was read as GC-B act 2, GC-A act 10, PG9 binder 0.4, rCAG binder -1, ASAP1 GAP inh -26, SMARCA2 activ -2, NR1D1 modulator -4, HTRA1 inh 3, mABHD4 FP -2 and ARFGAP1 inh 0.

Already shown: entries from further up.
CCC(=O)OCCn1c(=O)c2cc3c(=O)n(CCOC(=O)CC)c(=O)c3cc2c1=O was read as GC-B act -1, GC-A act 0, PG9 binder -3.0, rCAG binder -4, ASAP1 GAP inh -12, SMARCA2 activ 2, NR1D1 modulator 1, HTRA1 inh -5, mABHD4 FP 3 and ARFGAP1 inh 11.
Screening COc1ccc(NC(=O)c2nc(C)n(-c3ccc([N+](=O)[O-])cc3)n2)cc1 returned GC-B act -1, GC-A act -3, PG9 binder -1.2, rCAG binder -4, ASAP1 GAP inh -4, SMARCA2 activ 3, NR1D1 modulator 5, HTRA1 inh 4, mABHD4 FP 4 and ARFGAP1 inh 16.
`COc1ccccc1C/C(N)=N/OC(=O)c1ccc(C)c([N+](=O)[O-])c1` gave GC-B act -4, GC-A act -1, PG9 binder 1.7, rCAG binder 1, ASAP1 GAP inh 4, SMARCA2 activ -3, NR1D1 modulator -2, HTRA1 inh -10, mABHD4 FP -10 and ARFGAP1 inh 0.
